# Screens: PubChem BioAssay, several laboratories
# V-ATPase pH – alters yeast V-ATPase proton transport; S. cerevisiae, pHLuorin cytosolic pH fluorescence; response, % at 10 µM; 350,000 tested, 0.37% active; in the data active means response mostly above about 7.3%, no sharp cut-off; inactive means mostly below about 5.4%; further: actives read high; inactives centre near 0; some compounds called inactive have numbers as strong as hits; reference of the scale not given here
# MOR-DOR ag – agonists of human mu-delta opioid receptor heterodimerization | P35372+P41143 | cells, OPRM1-OPRD1 heterodimerization, luminescence | activation, % at 9.3 µM | 340,000 tested, 0.3% active; in the data active means activation above about 18%;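 further: 0% = vehicle-treated cells and 100% = reference agonist; values of inactives mirror those of a sister screen read the other way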
# HTR5A ag – counter-screen for OPRM1-OPRD1 agonists: human HTR5A agonism; HTR5A agonist assay, luminescence, cell-based; P47898; activation, % at 9.3 µM; 340,000 tested, 0.61% active; in the data active means activation mostly above about 9.5%, no sharp cut-off; inactive means mostly below about 7.6%;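 further: 0% = cells with vehicle only and 100% = reference agonist; strong numbers were not always called active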
# Target sequence (P47898 whole entry, looked up): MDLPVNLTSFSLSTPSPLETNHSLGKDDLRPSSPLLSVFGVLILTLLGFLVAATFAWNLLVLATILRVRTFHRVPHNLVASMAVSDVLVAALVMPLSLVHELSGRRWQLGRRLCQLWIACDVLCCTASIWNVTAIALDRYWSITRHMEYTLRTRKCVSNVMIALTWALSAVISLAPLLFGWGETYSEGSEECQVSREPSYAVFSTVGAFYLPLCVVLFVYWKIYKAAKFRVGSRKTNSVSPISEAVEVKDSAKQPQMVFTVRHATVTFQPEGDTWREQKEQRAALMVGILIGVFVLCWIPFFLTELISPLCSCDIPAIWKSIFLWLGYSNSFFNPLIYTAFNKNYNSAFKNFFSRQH
# Keap1-Nrf2 PPI – Keap1-Nrf2 (human) interaction inhibition; Q14145; Keap1 Kelch-Nrf2 peptide fluorescence polarization, 1536-well; inhibition, % at 9.4 µM; 340,000 tested, 0.15% active; AID 504523; in the data active means inhibition above about 12%;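 further: human Keap1 Kelch domain with fluorescein labeled Nrf2 9mer peptide probe; 0% = neutral control wells and 100% = peptide positive control; higher means more block of Keap1 binding to Nrf2 peptide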
# Target sequence (Q14145 whole entry, looked up, the tested form may be a part): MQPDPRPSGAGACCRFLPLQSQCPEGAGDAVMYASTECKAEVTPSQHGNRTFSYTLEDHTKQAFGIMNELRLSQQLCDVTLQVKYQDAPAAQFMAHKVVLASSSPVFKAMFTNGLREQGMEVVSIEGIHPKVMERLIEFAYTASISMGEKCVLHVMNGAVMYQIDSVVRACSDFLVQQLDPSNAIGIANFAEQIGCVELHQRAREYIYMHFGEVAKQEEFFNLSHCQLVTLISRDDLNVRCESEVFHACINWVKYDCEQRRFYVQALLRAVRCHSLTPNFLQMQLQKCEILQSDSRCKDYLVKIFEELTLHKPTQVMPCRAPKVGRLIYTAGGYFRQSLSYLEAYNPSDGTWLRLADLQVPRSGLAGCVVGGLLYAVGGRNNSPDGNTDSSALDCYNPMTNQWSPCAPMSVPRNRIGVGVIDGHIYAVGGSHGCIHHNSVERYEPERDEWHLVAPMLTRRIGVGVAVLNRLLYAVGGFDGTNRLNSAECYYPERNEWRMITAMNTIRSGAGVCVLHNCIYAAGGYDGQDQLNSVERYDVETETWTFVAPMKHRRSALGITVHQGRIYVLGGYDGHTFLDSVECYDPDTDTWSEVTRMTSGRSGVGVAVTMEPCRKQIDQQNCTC
# Cardiac RTF inh – cardiac RTF calcium desensitization; P19429+P45379; IANBD-labeled cardiac RTF, Ca2+ fluorescence; inhibition, % at 7.15 µM; 340,000 tested, 0.12% active; AID 493244;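 active means inhibition above the mean inhibition of all tested compounds plus 3 SD, cut at about 17% in these data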;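 further: assay run at fixed EC70 calcium of 1.6 mM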
# HTR5A inv ctr – counter-screen for OPRM1-OPRD1 inverse agonists: human HTR5A inverse agonism. inhibition, % at 9.3 µM. HTR5A cell line, luminescence. 340,000 tested, 0.083% active; in the data active means inhibition mostly above about 23%, no sharp cut-off; inactive means mostly below about 18%;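 further: 0% = cells with DMSO and 100% = no-cell wells with DMSO; some compounds called inactive have numbers as strong as hits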
# OPRM1-OPRD1 inv – inverse agonist of human OPRM1-OPRD1 heterodimerization; 340,000 tested, 0.21% active; cell-based MOR-DOR heterodimer luminescence, inverse agonism; AID 504357; P35372+P41143; inhibition, % at 9.3 µM; in the data active means inhibition above about 22%, passing the limit was not always enough;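 further: 0% = cells with DMSO and 100% = wells without cells with DMSO; values of inactives mirror those of a sister screen read the other way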
# LANA DNA inh – inhibitors of KSHV LANA C-terminal domain DNA binding; AID 504423; 340,000 tested, 0.078% active; inhibition, % at 9 µM; MBP-C-LANA/FAM-LBS DNA binding, fluorescence polarization;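 active means highest replicate inhibition at or above 60% at 9 µM, even if other replicates fall short; inactive means all replicates below 60% inhibition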;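 further: 0% = neutral control wells and 100% = 4 µM acridine orange control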
# RTF Ca sens act – increases calcium sensitivity of human cardiac regulated thin filaments; activation, % at 7.2 µM; P19429+P45379; 340,000 tested, 0.24% active; IANBD-labeled TnC RTF fluorescence at EC20 calcium; 0% EC20 calcium, 100% full calcium;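 active means activation above the mean over all tested compounds plus 3 SD, cut at about 30% in these data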;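 further: rise in fluorescence read as greater calcium sensitivity of cardiac thin filaments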
# CAL PDZ FP – blocks peptide binding to the human CAL PDZ domain; Q9HD26; purified CAL PDZ, TMR-peptide fluorescence polarization, 1 h; inhibition, % at 24.9 µM; 300,000 tested, 0.92% active; AID 602252;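 active means mean inhibition of at least 30% with at least half of replicates also reaching 30%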;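 further: 0% = DMSO neutral control and 100% = excess unlabeled competitor peptide PRC23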
# Starred values were filed as active, the others as inactive; / = not tested or not shown. Compounds were not picked by outcome. About 2.8% of those tested had a hit in this group.
SMILES,V-ATPase pH,MOR-DOR ag,HTR5A ag,Keap1-Nrf2 PPI,Cardiac RTF inh,HTR5A inv ctr,OPRM1-OPRD1 inv,LANA DNA inh,RTF Ca sens act,CAL PDZ FP
CSC1=NC(NCCCO)c2c(sc3c2CC(C)(C)OC3)N1 (configuration not stated),1,1.2,-3,-6,-7,4,-7,-1.0,-3,0
CCOC(=O)Cc1[nH]nc2c1C(c1ccoc1)C(C#N)=C(N)O2 (configuration not stated),6,1.8,-2,-2,-19,6,-11,-0.5,14,-3
CCCCNS(=O)(=O)c1ccc(S(=O)(=O)n2cnc3ccccc32)cc1,3,-2.2,10,1,1,-20,13,0.2,1,0
COc1ccccc1C(=O)N/C(=C/c1ccccc1)C(=O)NC(CCSC)C(=O)O (configuration not stated),1,-0.5,1,6,-1,7,3,1.3,-2,-1
C=CCn1c(SCC(=O)Nc2cc(NC(C)=O)ccc2OC)nnc1-c1cccnc1,3,-4.2,3,-1,0,-8,18,-1.9,0,0
Cc1cccc(N2CCN(C(=O)CCNS(=O)(=O)c3ccc4c(c3)oc(=O)n4C)CC2)c1C,5,-2.5,4,5,3,-15,13,-0.5,-1,1
O=C(Nc1ccc(-c2nc3cccnc3s2)cc1)c1cccnc1Cl,9,-2.1,3,7,-6,-5,11,-0.5,2,-1
CCOc1cc(CNCCN(C)C)c(Cl)cc1OCC(=O)NCCc1ccccc1,6,1.9,-6,-4,-6,2,-11,-0.1,8,-4
CCS(=O)(=O)N1CCC(C(=O)NCCc2ccc(C)cc2)CC1,-2,-0.9,-1,0,-8,1,5,0.6,1,-4
Cc1c(NS(C)(=O)=O)c(=O)n(-c2ccccc2)n1C,-7,-1.4,4,-6,-8,-18,8,-0.4,-9,-2
O=C(Nc1ccccc1)C1CCCN(C(=O)c2ccc(Cl)cc2)C1 (configuration not stated),/,1.1,1,2,0,-9,-8,-2.1,-2,0
Cc1ccc(C)c(NC(=S)NNC(=O)c2csc(C)c2C)c1,-4,-4.2,3,-3,-14,7,22,2.1,6,-5
COc1ccc(OCC(O)CN2CCN(CC(O)COc3ccc(OC)cc3)CC2)cc1 (configuration not stated),-1,-0.2,9,0,0,-26,1,-1.0,2,-10
CC(C)COC(=O)n1c(=O)oc2ccc(S(=O)(=O)N3CCCCC3)cc21,-4,0.9,6,-6,-11,-12,-5,1.3,-2,4
CC(=O)Oc1ccc(/C=N/NC(=S)Nc2ccccc2)cc1,1,0.5,-1,1,1,24,-3,-2.9,4,-6
COc1ccc(C(CC(=O)NCc2ccccc2)Sc2n[nH]c(-c3ccccc3)n2)cc1 (configuration not stated),3,-2.3,-4,-3,0,9,11,0.3,6,-1
Cc1ccc(OCc2cc(C(=O)N3CCCC3)no2)cn1,-2,-0.6,0,-5,-6,2,4,0.2,-4,-7
COc1ccc(-n2c(O)c(C=Nc3ccccc3)c3ccccc3c2=O)cc1OC,-31,-0.9,-3,1,10,9,5,-0.3,-1,-5
Cc1cccc(OCC(=O)NCc2nnc3ccc(C(F)(F)F)cn23)c1C,1,0.2,3,-6,-4,-8,-1,-0.7,2,-5
COc1ccc(CNC(=O)c2nccnc2CO)cc1,-4,-2.2,0,0,-2,0,10,-5.8,0,9
S=C(NCc1ccccc1)Nc1ccc(Cl)cc1,2,1.3,-1,-2,-7,3,-7,-0.5,-4,2
CN(C(=O)Nc1ccc(Cl)cc1)c1c2c(nn1C)CCCC2,-4,-2.1,-1,1,-3,2,11,0.3,3,-7
CCCCCCCN1C(Nc2ccccc2)=NC[C@@H]1Cc1ccccc1,-1,-1.2,-5,-2,0,-12,6,-1.0,1,3
NNC(=O)C(Cc1c[nH]c2ccccc12)NC(=O)c1ccccc1 (configuration not stated),0,-0.4,2,-3,0,-6,2,1.3,3,-3
C=CC[C@H](CC(=O)N[C@H](CO)Cc1ccccc1)C(=O)N[C@@H](COC(=O)[C@@H](CC=C)CC(=O)OC(C)(C)C)Cc1c[nH]c2ccccc12,0,1.1,3,-9,-3,12,-6,1.0,5,-6
COC(=O)C1C(=O)C2=C(CC1C)NC(=O)CC2c1ccc(O)c(OC)c1 (configuration not stated),6,-1.0,-3,2,-1,6,4,-3.8,-3,-1
COc1cc2ncnc(NCc3ccccc3F)c2cc1OC,-8,3.5,-1,4,-7,4,-17,/,-6,-2
Cc1ccccc1OCc1nc2ccc(S(=O)(=O)N3CCOCC3)cc2[nH]1,-2,-1.6,1,-4,-3,-22,7,-0.1,-1,/
O=C1CC(c2ccsc2)c2cc3c(cc2N1)OCCO3 (configuration not stated),2,-0.3,1,-1,-6,-3,2,0.8,0,/
CCOc1c(Br)cc(/C=N\NC(=O)c2ccccc2)cc1OC,-3,-0.6,-3,-2,-10,13,3,-0.6,2,1
O=C(NCCc1ccc(Cl)cc1)c1ccc(CNc2c(N3CCOCC3)c(=O)c2=O)cc1,1,-2.7,-2,-3,-2,-17,14,-0.5,2,0
COc1ccc(C2CC(C(F)(F)F)n3nc(C(=O)Nc4ccc5c(c4)OCO5)cc3N2)cc1 (configuration not stated),2,3.4,-2,1,-2,7,-15,-2.4,-1,-1
Cc1cccc2cc(COC(=O)c3ccccn3)c(=O)[nH]c12,2,-2.4,10,-3,-8,-28,13,-2.0,2,-1
CCOc1ccc2c(O)csc2c1,-2,-1.1,-1,-5,5,-15,6,-0.9,0,0
CC(=O)Nc1ccccc1S(=O)(=O)CC1CC1(Cl)Cl (configuration not stated),3,0.9,-1,-1,-15,5,-4,0.1,6,0
COc1ccc(CNC(=O)C2CCCN2CCc2ccccc2)cc1OC (configuration not stated),0,0.4,-1,-5,-4,3,-2,-0.7,0,-5
C[C@H](CO)N1C[C@H](C)[C@@H](CN(C)Cc2ccncc2)Oc2c(NC(=O)CCCCCC(=O)Nc3ccccc3N)cccc2C1=O,-1,-1.2,0,2,3,8,7,0.8,4,-2
O=C(CN1CCN(S(=O)(=O)c2cccs2)CC1)NCC1CCCCC1,3,-3.5,-4,1,-4,9,14,-1.1,-5,/
Cc1ccc(/C=N/Nc2ccc(Cl)c(C(=O)O)c2)s1,-3,-1.9,2,-2,3,-6,9,-0.5,-2,-3
COc1ccc(-n2c(SC(C)C(=O)Nc3ncc(Cl)cc3Cl)nc3ccccc32)cc1 (configuration not stated),2,2.8,0,-5,3,13,-15,3.5,3,-1
COc1ccc(-c2ocnc2C(=O)N2CCN(Cc3cccnc3)CC2)cc1,1,-3.2,6,-3,1,-14,16,2.0,2,-2
COc1ccc(NC(=S)N2CCN(S(=O)(=O)c3ccccc3)CC2)cc1OC,0,-0.3,-1,-2,-3,3,2,-0.7,7,2
Cc1csc(-c2cnn(-c3ccccc3)c2NC(=O)c2cccc(C(F)(F)F)c2)n1,1,-3.2,-3,-1,0,-50,17,-1.5,0,-2
CCC(C(=O)NCc1ccco1)N(C(=O)CNS(=O)(=O)c1ccc(C)cc1)c1ccccc1F (configuration not stated),2,-2.0,-1,-5,-26,2,13,0.9,-4,-4
Cc1cc(C)c(S(=O)(=O)c2ccc(F)cc2C)c(=O)[nH]1,-2,-2.8,-3,-6,-1,12,16,0.0,-7,-4
CCc1nnc(NC(=O)c2cccc(C(=O)Nc3nnc(CC)s3)n2)s1,-1,-1.9,5,0,2,6,10,0.0,-2,2
CCOC(=O)c1c(-c2cccs2)csc1NC(=O)c1ccco1,0,-1.6,8,2,-6,-22,10,2.2,3,0
Cc1ccc2cc(CN(Cc3nnnn3Cc3ccco3)CC3CCCO3)c(=O)[nH]c2c1C (configuration not stated),-1,0.3,18,-19,3,-50,-2,2.7,2,-3
CCN(C1CCS(=O)(=O)C1)S(=O)(=O)c1cc(C)ccc1C (configuration not stated),1,4.3,1,-3,-41,-21,-28,-1.0,2,-1
COc1ccc2[nH]c(=O)c(C3c4cc(OC)c(OC)cc4CCN3C(=O)c3ccco3)cc2c1 (configuration not stated),5,-1.4,-5,4,-11,-12,9,0.0,-6,-6
CCC(=O)N(CCC(c1ccco1)c1ccccc1OC)Cc1cccs1 (configuration not stated),3,0.5,-2,-4,4,-2,-2,-0.6,0,-6
CC(C)CNC(=S)N1CCN(C(c2ccccc2)c2ccccc2)CC1,0,3.9,2,3,10,-6,-20,0.1,2,-2
COc1ccccc1C(=O)N=c1sc2c(C)ccc(OC)c2n1C,4,-0.1,-2,3,-14,-7,0,-1.1,-4,-3
O=C(Cc1cccc(NC(=O)C2CCN(C(=O)CCc3ccccc3)CC2)c1)Nc1cccc(C(=O)N2CCOCC2)c1,4,1.0,-2,-2,-8,5,-4,-1.0,-3,-1
CCN(Cc1ccccc1)C(=O)c1cc(S(=O)(=O)N2CCOCC2)ccc1N1CCCC1,5,0.9,-2,-1,2,-8,-6,-7.1,-5,-2
COc1cc(NC(=O)COC(C)=O)c(C)cc1[N+](=O)[O-],-2,0.2,-1,-2,1,4,-2,0.6,-1,4
N#Cc1cc2c(nc1SCc1ccc(Cl)cc1)CCCC2,-1,0.6,2,-3,-5,-3,-3,2.3,3,-1
Cc1cccc(-n2c(N)c(-c3nc4ccccc4n3C)c3nc4ccccc4nc32)c1,-22,2.7,0,4,-8,-20,-14,0.5,4,0
C#CCN1C(=O)C2(OCCO2)c2ccccc21,0,-2.1,1,0,-5,-3,11,1.5,-3,-1
CCOC(=O)C(=O)/C(=C\N(C)C)c1onc(-c2c(Cl)cccc2Cl)c1C(=O)OC,-6,-0.2,-3,-6,-6,8,1,2.2,0,2

# In another format: entries from further up
compound | V-ATPase pH | MOR-DOR ag | HTR5A ag | Keap1-Nrf2 PPI | Cardiac RTF inh | HTR5A inv ctr | OPRM1-OPRD1 inv | LANA DNA inh | RTF Ca sens act | CAL PDZ FP
CCN(C1CCS(=O)(=O)C1)S(=O)(=O)c1cc(C)ccc1C (configuration not stated) | 1 | 4.3 | 1 | -3 | -41 | -21 | -28 | -1.0 | 2 | -1
C#CCN1C(=O)C2(OCCO2)c2ccccc21 | 0 | -2.1 | 1 | 0 | -5 | -3 | 11 | 1.5 | -3 | -1
O=C(Cc1cccc(NC(=O)C2CCN(C(=O)CCc3ccccc3)CC2)c1)Nc1cccc(C(=O)N2CCOCC2)c1 | 4 | 1.0 | -2 | -2 | -8 | 5 | -4 | -1.0 | -3 | -1
CCN(Cc1ccccc1)C(=O)c1cc(S(=O)(=O)N2CCOCC2)ccc1N1CCCC1 | 5 | 0.9 | -2 | -1 | 2 | -8 | -6 | -7.1 | -5 | -2

# Next part.
SMILES,V-ATPase pH,MOR-DOR ag,HTR5A ag,Keap1-Nrf2 PPI,Cardiac RTF inh,HTR5A inv ctr,OPRM1-OPRD1 inv,LANA DNA inh,RTF Ca sens act,CAL PDZ FP
CC1CC(C)CN(CCCNC(=O)Cn2ncc3c([nH]c4ccccc43)c2=O)C1 (configuration not stated),0,-1.6,-1,-5,-4,4,9,-0.3,15,-1
Cc1cccc(NC(=O)c2cccnc2)c1C,-4,-2.5,-3,4,-3,10,11,0.9,0,0
CC(=O)Nc1ccc2nc(SCC(=O)N3CCOCC3)sc2c1,-1,-1.0,1,2,-6,-2,5,-0.7,-1,-6
N#Cc1nc(-c2ccccc2Cl)oc1NCc1ccco1,0,4.1,0,-5,-2,0,-26,0.1,1,-2
Cc1c(NC(=O)c2ccco2)cccc1C(=O)NN1C(=O)c2ccccc2C1=O,-1,0.2,-8,0,-8,20,-2,0.9,0,-6
